Rin1-Abl PPI inh – inhibitors of human Rin1-Abl protein interaction | P00519+Q13671 | TR-FRET Rin1/Abl binding, biochemical | inhibition, % at 7.35 µM | 360,000 tested, 0.4% active; in the data active = inhibition above about 5%, passing the limit was not always enough
E coli Lon inh – inhibits E. coli Lon protease | purified E. coli Lon protease, fluorescence polarization | 360,000 tested, 0.42% active | AID 602123 | inhibition, % at 7.94 µM; in the data active = inhibition above about 13%, passing the limit was not always enough;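 note: 0% = enzyme with probe and DMSO and 100% = no enzyme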
CSN inh – CSN deneddylation inhibition; AID 651999; 360,000 tested, 0.38% active; inhibition, % at 12.5 µM; Purified CSN, SCF-Nedd8-OG deneddylation, fluorescence polarization;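 active = pattern-corrected inhibition above about 35%, with an unprinted fluorescence ratio check between 0.5 and 1.5, limit read from the data, passing the limit was not always enough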;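 note: 0% = enzyme with substrate and 100% = substrate without enzyme; some results filed as inactive read as strong as hits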
Target sequence (Q92905 whole entry, looked up, one chain of several): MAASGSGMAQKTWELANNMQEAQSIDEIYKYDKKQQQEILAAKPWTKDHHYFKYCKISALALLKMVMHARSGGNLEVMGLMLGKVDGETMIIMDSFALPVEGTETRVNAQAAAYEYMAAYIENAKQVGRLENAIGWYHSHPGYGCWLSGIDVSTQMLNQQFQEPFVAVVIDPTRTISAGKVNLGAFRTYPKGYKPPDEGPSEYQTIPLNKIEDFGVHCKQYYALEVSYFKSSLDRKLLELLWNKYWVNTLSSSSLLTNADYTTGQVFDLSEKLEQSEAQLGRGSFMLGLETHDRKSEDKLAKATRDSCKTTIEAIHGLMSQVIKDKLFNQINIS
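test system = HEK293T-derived human Csn5 enzyme | amount = 0.24 nM Csn5 enzyme, final concentration | medium = Tris/NaCl/DTT buffer, pH 7.5 | schedule = 90 min reaction at room temperature | signal = FP | evaluation = inhibition of Csn5 cleavage, % | compound dosing = single dose of 12.5 µM compound with 0.25% DMSO | probe or stimulus = 10 nM SCFSkp2-Nedd8OG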
Neddyl block – cullin neddylation inhibition. AID 651699. 360,000 tested, 0.58% active. TR-FRET cullin neddylation, biochemical. P61081+Q13564. calls only at 25 µM; in the data active = inhibition above about 36%
Target sequence (P61081 whole entry, looked up): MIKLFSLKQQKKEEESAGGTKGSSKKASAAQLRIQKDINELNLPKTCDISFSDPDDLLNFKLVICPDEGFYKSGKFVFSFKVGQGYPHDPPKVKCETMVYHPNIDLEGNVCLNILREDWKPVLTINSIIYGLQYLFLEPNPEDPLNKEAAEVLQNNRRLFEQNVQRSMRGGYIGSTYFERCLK
Target sequence (Q13564 whole entry, looked up): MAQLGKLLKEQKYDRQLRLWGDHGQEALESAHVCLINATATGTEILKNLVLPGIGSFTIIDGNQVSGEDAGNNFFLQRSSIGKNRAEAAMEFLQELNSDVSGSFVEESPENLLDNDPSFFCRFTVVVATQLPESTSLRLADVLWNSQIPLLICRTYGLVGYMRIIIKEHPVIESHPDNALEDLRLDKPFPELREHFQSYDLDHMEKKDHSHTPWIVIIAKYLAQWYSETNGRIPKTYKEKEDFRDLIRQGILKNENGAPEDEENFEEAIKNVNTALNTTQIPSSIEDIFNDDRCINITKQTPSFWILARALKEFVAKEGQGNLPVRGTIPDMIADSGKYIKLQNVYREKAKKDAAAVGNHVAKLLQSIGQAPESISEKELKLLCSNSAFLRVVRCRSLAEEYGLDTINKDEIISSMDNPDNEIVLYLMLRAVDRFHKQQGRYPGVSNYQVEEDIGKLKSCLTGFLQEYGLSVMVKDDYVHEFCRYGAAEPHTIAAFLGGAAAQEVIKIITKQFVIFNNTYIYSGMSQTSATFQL
Tb MetRS inh – blocks T. brucei methionyl-tRNA synthetase activity | purified T. brucei MetRS, ATP depletion, Kinase-Glo luminescence | inhibition, % at 11.9 µM | 360,000 tested, 0.4% active;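 active = inhibition above a per-plate cutoff of the control wells' mean inhibition plus 3 SD, cut at about 5.5% in these data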;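 note: 0% = DMSO wells median and 100% = median of wells with control inhibitor compound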
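assay system = parasite MetRS enzyme | timing = 15 min preincubation, 2 h reaction, all 25 °C | evaluation = percent inhibition relative to median high and low control wells | medium = HEPES buffer containing pyrophosphatase, BSA, spermine, DTT | compound = single dose, 11.9 µM final nominal, 0.9% final DMSO | detection = Kinase-Glo luminescence, ATP depletion format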
MsrA inh – bovine MsrA inhibition; inhibition, % at 15.5 µM; purified bovine MsrA, absorbance read-out; 360,000 tested, 0.75% active; in the data active = inhibition above about 4.5%;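 note: 0% = vehicle wells with enzyme and 100% = reference inhibitor wells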
MLLE-PAM2 inh – inhibitors of microRNA-mediated deadenylation, human PABP1 MLLE binding; P11940; AID 588489; GST-MLLE / FITC-PAM2 fluorescence polarization; 360,000 tested, 0.36% active; inhibition, % at 20 µM; in the data active = inhibition above about 35%, passing the limit was not always enough;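 note: plate controls were DMSO wells with GST-MLLE for no effect and wells lacking GST-MLLE protein for full effect; some results filed as inactive read as strong as hits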
FAS TE block – blocks the thioesterase domain of human fatty acid synthase; inhibition, % at 15 µM; recombinant FAS-TE, OMFH fluorogenic substrate, fluorescence endpoint; 360,000 tested, 0.67% active; P49327;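 active = compounds whose normalised, plate-corrected inhibition of enzyme fluorescence in the single-dose primary screen is 50% or more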;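 note: 0% = DMSO with enzyme and 100% = substrate without enzyme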
MsrA act – activates bovine MsrA enzyme; purified bovine MsrA, absorbance read-out; 360,000 tested, 0.3% active; activation, % at 10.6 µM; AID 602163; in the data active = activation above about 7.5%;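 note: 0% = vehicle and 100% = reference activator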
The depositor's hits bear a star; i = inactive; x = not tested or not shown; & = joins results of further samples. An unsorted share of the library. Share with any hit: about 4%.

structure	MLLE-PAM2 inh	CSN inh	E coli Lon inh	MsrA act	Rin1-Abl PPI inh	Neddyl block	Tb MetRS inh	FAS TE block	MsrA inh
CCOC(=O)/C(=C\c1ccccc1)NC(=O)c1ccccc1	5	-2	6	-14	2	i	-0.9	-3	1.0
O=C(COc1ccc(CNC[C@H]2O[C@@H](n3ccc(=O)[nH]c3=O)[C@H](O)[C@@H]2O)cc1)Nc1nccs1	-5	-2	-9	-2	-2	i	0.2	-8	-0.3
CCCC(=O)Nc1ccc2c(c1)nc(CN1CCN(C(C)=O)CC1)n2C	12	0	-8	2	1	i	-1.0	-3	-0.4
O=C1N(c2ccccc2)C2CS(=O)(=O)CC2N1c1ccc(Br)cc1 (stereo not drawn)	10	-2	7	-1	-2	i	-0.1	2	0.5
CC(C)C(C)NC(=O)CN1C(=O)NC2(CCCCCC2)C1=O (stereo not drawn)	0	2	-9	1	2	i	-0.1	-4	-0.8
COc1ccc(C(=O)NCCCNC(=O)c2cnccn2)cc1Br	8	5	0	-2	-1	i	-0.3	-6	-0.4
COc1ccc(/C=N/NC(=O)c2ccccc2O)cc1CSc1ccccn1	2	-1	-10	-4	-2	x	0.8	-3	1.0
CCOC(=O)c1ccc(NC(=S)NCCC2=CCCCC2)cc1	6	-1	9	-4	-2	i	0.1	20	-0.5
Cc1c(C(=O)NCc2ccco2)oc2ccc(S(=O)(=O)N3CCC4(CC3)OCCO4)cc12	-2	2	6	-2	-3	i	0.6	2	0.9
Cc1[nH]c(=O)[nH]c(=O)c1S(=O)(=O)N1CCCC(C(=O)NCc2ccccc2Cl)C1 (stereo not drawn)	9	3	-6	-8	-1	i	-0.9	-4	1.9
O=[N+]([O-])c1ccc(N2CCN(S(=O)(=O)c3ccc(Cl)cc3)CC2)cc1NCc1cccnc1	4	-1	-4	-9	-5	i	-1.3	16	1.3
O=C(Nc1ccc(C(=O)N2CCCCC2)cc1)Nc1cccc(Cl)c1	3	-2	-12	-6	5	i	-0.2	-2	1.6
CCOc1ncccc1C(=O)OCC(=O)NCc1ccc2c(c1)OCO2	-6	4	1	-10	3	i	-1.3	-4	0.4
CN1C(=O)N(C)C2(CC1(C)C)CC(C)(C)N(C)C(=O)N2C	5	-9	-9	0	1	i	-0.6	-7	-1.1
CC(=O)Nc1nonc1-c1nc2ccccc2n1N(C(C)=O)C(C)=O	-15	4	-9	3	2	i	-0.3	-7	-0.4
O=C(NCCCN1CCCC1)c1ccc2c(c1)N(Cc1cccc(Cl)c1)C(=O)c1ccccc1S2=O (stereo not drawn)	-16	1	0	-1	0	i	0.0	-7	-0.3
Cc1cc(C)n(C(=O)c2ccc(C)c(F)c2F)n1	10	-7	-3	-3	0	i	0.0	-4	-0.2
Cc1cc(Cl)c(S(=O)(=O)Nc2cc(S(=O)(=O)N3CCOCC3)ccc2F)cc1OCC(N)=O	7	-9	11	-8	5	i	-1.1	-7	-1.0
O=C(Nc1ccccc1)Nc1ccccc1C(=O)NCCCN1CCOCC1	14	1	4	-4	1	i	-0.5	-6	-0.5
CC1CN(C(=O)c2ccc(COc3ccccc3Cl)o2)CC(C)O1 (stereo not drawn)	-2	2	3	-2	0	i	-0.5	2	0.4
Nc1ccc(C(=O)Nc2nccs2)cc1	7	1	-3	-11	0	i	-1.6	-2	2.6
Cn1nc(C(=O)NCC(=O)Nc2ccc(F)c(F)c2F)c2ccccc2c1=O	20	0	-14	-4	1	i	0.1	16	0.1
CC(C)(C)n1ncc2c(=O)n(CC(=O)Nc3ccccc3)cnc21	-12	-1	-8	0	1	i	0.6	-6	-0.2
O=C(O)C1C2C=CC(C2)C1C(=O)NCCCN1CCOCC1 (stereo not drawn)	9	1	-7	0	-1	i	1.9	-6	1.5
Cc1ccc(NC(=S)NCc2cccnc2)cc1	-29	1	-7	1	-4	i	-0.5	1	0.6
O=C(O)CCc1ccc(-c2ccccc2)n1CC(=O)O	4	-1	-7	0	2	i	-1.0	-4	0.7
CCCCN1C[C@H](Cc2ccccc2)[C@@H](CC(=O)NCc2ccc(OC)cc2)C1=O	9	0	1	-11	6	i	-0.6	-5	0.6
CC(=O)c1cccc(Nc2nc(-c3ccccc3)cs2)c1	14	-4	8	-10	-6	i	-1.1	14	0.4
NC(=O)CCC1NC(=S)N(Cc2ccccc2)C1=O (stereo not drawn)	-17	8	-4	-3	-3	i	0.1	-5	0.2
CCCCN(CCNP(=O)(OCC)OCC)CP(=O)(OCC)OCC	4	0	-6	-6	1	i	-1.5	-4	0.1

By substructure: the entries above with bromine.
structure	MLLE-PAM2 inh	CSN inh	E coli Lon inh	MsrA act	Rin1-Abl PPI inh	Neddyl block	Tb MetRS inh	FAS TE block	MsrA inh
O=C1N(c2ccccc2)C2CS(=O)(=O)CC2N1c1ccc(Br)cc1 (stereo not drawn)	10	-2	7	-1	-2	i	-0.1	2	0.5
COc1ccc(C(=O)NCCCNC(=O)c2cnccn2)cc1Br	8	5	0	-2	-1	i	-0.3	-6	-0.4

Next structures.
structure	MLLE-PAM2 inh	CSN inh	E coli Lon inh	MsrA act	Rin1-Abl PPI inh	Neddyl block	Tb MetRS inh	FAS TE block	MsrA inh
CSc1ccc(/C=C2\NC(=O)NC2=O)cc1	-5	-1	1	-7	-2	i	-0.4	-6	7.4*
COc1ccc(/C=C(/NC(=O)c2ccco2)C(=O)NCCc2ccccc2)cc1	4	-2	1	-4	4	i	0.1	4	-0.1
C#CCN1C(C)=CC(=O)[C@@H](O)[C@H]1c1ccccc1Br	-17	-1	-4	-4	0	i	-1.0	-12	2.0
CCOC(=O)NC1(C(F)(F)F)NC(=O)N(c2cccc(C(F)(F)F)c2)C1=O (stereo not drawn)	-12	-1	-6	-1	-3	i	-0.5	7	-0.4
COc1ccc(/C=C/C(=O)O)cc1COc1cccc(C)c1	11	-15	3	-8	4	i	-1.0	-20	0.1
COc1ccc(Cl)cc1NC(=O)C1CC(c2ccccc2Cl)=NO1 (stereo not drawn)	-5	-2	-9	-3	1	i	-0.3	17	0.5
Cc1ccc(S(=O)(=O)c2ccc(NC(=O)c3c(F)cccc3F)cc2)cc1	-4	-3	5	-2	1	i	-0.4	16	0.4
CC1CC(C)CN(CCCNC(=O)c2ccc3nc(N4CCOCC4)sc3c2)C1 (stereo not drawn)	6	0	-11	-5	1	i	-0.9	-5	-0.3
Cc1csc(=Nc2c(C)n(C)n(-c3ccccc3)c2=O)n1Cc1ccccc1	-3&-7	0&1	6&-5	0&-6	3&2	i	-0.2&-0.9	-7&-5	0.3&0.0
O=C(Cn1ncc(Cl)c(Cl)c1=O)NC(=O)NC1CCCCC1	-22	5	-9	-4	3	i	0.3	14	0.0
COc1ccc(OC)c(S(=O)(=O)N2CCCC(C(=O)NCc3ccccn3)C2)c1 (stereo not drawn)	15	2	9	0	-1	i	-0.1	-6	1.2
COC(=O)[C@@]12C[C@@H](CC(=O)N3CCN(C(=O)c4ccco4)CC3)C(=O)N(Cc3ccco3)C1=CCC(C)(C)C2	x	-1	x	x	x	i	0.6	x	-0.8
CC(=O)N1CCOc2ccc(S(=O)(=O)N3CCC(C(=O)Nc4ccc(C)cc4C)CC3)cc21	8	2	0	2	-3	i	0.3	-6	0.0
COc1ccc(NC(C)=O)cc1S(=O)(=O)N1CCN(C(=O)c2ccccc2F)CC1	-3	-3	-1	-3	0	i	-0.2	-4	-0.2
CCN(CC)CCN1C(=O)C(=O)/C(=C(/O)c2ccc(S(=O)(=O)N3CCOCC3)cc2)C1c1ccc(Cl)cc1 (stereo not drawn)	1	3	3	0	5	i	-0.2	1	0.7
CCN1C(=O)[C@H]2[C@@H](c3ccc(C)cc3)N3C(=O)N(c4ccccc4)C(=O)[C@@]3(Cc3ccc(Cl)cc3)[C@H]2C1=O	11	3	5	-3	4	i	-0.1	63*	x
CS(=O)(=O)c1ccc(Cl)c(NC(=O)COC(=O)CNC(=O)c2ccc3ccccc3c2)c1	-4	5	1	-7	1	i	-0.5	-4	1.7
COc1ccc(C(=O)Nc2cc3c(cc2C(=O)O)OCCCO3)c(OC)c1	10	4	4	-3	2	i	-0.2	-5	0.3
CCN(CC)C(=O)CSc1n[nH]c(=S)n1N	-22	-2	-4	6	-5	i	-0.1	-8	-0.2
CCc1cc2c(=O)c(-c3nc4ccccc4[nH]3)coc2cc1OC(=O)N1CCOCC1	-1	0	0	-2	-4	i	-0.8	-6	-1.4
COc1ccc(C(CNC(=O)CNC(=O)c2cccc(Cl)c2)N2CCCC2)cc1 (stereo not drawn)	5	2	5	-6	3	i	-0.3	0	-0.6
CN(C)Cc1c(O)ccc2oc(Cc3ccccc3)cc12	-4	-1	-2	-2	3	i	-0.5	-18	-0.3
CN1CCN2c3ncccc3Cc3ccccc3C2C1 (stereo not drawn)	4	-2	-7	1	-1	i	0.4	-3	0.6
Cc1ccc(N(C)S(=O)(=O)c2cccc(C(=O)NC3CC(C)(C)NC(C)(C)C3)c2)cc1	3	2	-7	-3	2	i	-0.4	-5	-0.7
COc1ccc(/C=C/C(=O)Oc2cc(O)cc(O)c2)cc1	15	1	4	-8	0	i	-0.9	-1	1.0
CC(=O)COc1ccc2c(c1C)O/C(=C\c1ccco1)C2=O	-4	16	-24	-3	0	i	-1.6	-2	0.6
CC(C)(C)C(=O)N1CCN(CCN2C(=O)c3cccc4cccc(c34)C2=O)CC1	9	1	0	-13	-1	i	-1.6	-5	-0.3
COc1cccc(NC(=O)C2C3C=CC(O3)C2C(=O)O)c1 (stereo not drawn)	-7	1	-6	-3	-3	i	0.8	-6	-0.6
C=CCNC(=O)COc1cc(C)cc(C)c1C	7	1	1	-4	3	i	-0.4	-2	-1.3
COc1cc(/C=C(\NC(=O)c2ccccc2)C(=O)NC(C(=O)O)c2ccccc2)cc(OC)c1OC (stereo not drawn)	6	-2	1	-8	0	i	-1.5	-2	1.2
CCOCCOc1cccc(C(=O)NC(c2ccccc2)C(C)C)c1 (stereo not drawn)	-24	0	2	-6	1	i	-1.4	-3	-0.1
Cc1ccc(S(=O)(=O)Nc2c(C)n(C)n(-c3ccccc3)c2=O)c(C)c1	-13	4	-8	-2	-3	i	2.7	-8	-1.0
Cc1nc(SCc2ccccc2)c(C(F)(F)F)c(=O)[nH]1	-8	9	-6	-1	-4	i	-0.1	-5	-0.8
Clc1ccccc1C1=CC(c2ccco2)n2nnnc2N1 (stereo not drawn)	5	6	-3	-3	2	i	0.1	-4	-0.8
CN(c1ccccc1)c1nc(N)c([N+](=O)[O-])c(NCCO)n1	16	0	11	-5	0	i	-0.4	-3	4.5
CCc1ccc(NC(=O)c2cnccn2)cc1	2	2	-1	-3	1	i	-0.2	-2	0.9
CC(C)(CN1CCNCC1)NS(=O)(=O)c1ccc(Cl)cc1	9	-5	7	-7	3	i	-0.5	-2	0.4

Compound profiles (already shown). Screens in order: MLLE-PAM2 inh	CSN inh	E coli Lon inh	MsrA act	Rin1-Abl PPI inh	Neddyl block	Tb MetRS inh	FAS TE block	MsrA inh
CCc1ccc(NC(=O)c2cnccn2)cc1 as listed: 2	2	-1	-3	1	i	-0.2	-2	0.9
Cc1nc(SCc2ccccc2)c(C(F)(F)F)c(=O)[nH]1 as listed: -8	9	-6	-1	-4	i	-0.1	-5	-0.8
